Cdc25B block: inhibitors of Cdc25B phosphatase catalytic domain, primary screen, biochemical, OMFP fluorescence; AID 368, 2006; 65,000 compounds, 0.1% hits; inhibition, %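 (compounds tested at 10 µM final in the well)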; recombinant Cdc25B, OMFP fluorescence Ex485/Em525; M-phase inducer phosphatase 2 (Homo sapiens), P30305; in the data active means inhibition above about 50%
JNK3 inh: JNK3 kinase activity inhibitors, primary screen, biochemical, human, purified enzyme | inhibition, % at 8 µM | 60,000 compounds, 0.61% hits | HTS; in the data active means inhibition above about 17%;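 further: 0% = DMSO and 100% = reference inhibitor; many of its hits are not listed in these tables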
Target sequence (P53779 whole entry, looked up): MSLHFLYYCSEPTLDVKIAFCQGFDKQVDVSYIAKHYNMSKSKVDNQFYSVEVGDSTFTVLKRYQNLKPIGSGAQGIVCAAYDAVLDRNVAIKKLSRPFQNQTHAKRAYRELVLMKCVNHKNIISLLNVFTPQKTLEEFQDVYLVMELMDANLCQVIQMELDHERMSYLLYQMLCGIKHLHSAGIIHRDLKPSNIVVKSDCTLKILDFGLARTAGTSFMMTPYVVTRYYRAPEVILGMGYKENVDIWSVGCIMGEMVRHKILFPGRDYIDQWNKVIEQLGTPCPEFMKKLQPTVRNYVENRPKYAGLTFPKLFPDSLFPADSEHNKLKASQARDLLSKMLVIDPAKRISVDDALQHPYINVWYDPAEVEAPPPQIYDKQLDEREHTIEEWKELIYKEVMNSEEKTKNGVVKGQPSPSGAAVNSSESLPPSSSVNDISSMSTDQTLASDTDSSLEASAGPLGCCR
DUSP1 inh: MKP-1 phosphatase inhibitors, primary screen, biochemical, in vitro; Dual specificity protein phosphatase 1 (Homo sapiens), P28562; recombinant MKP-1, OMFP hydrolysis fluorescence; inhibition, %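 (compounds tested at a single concentration somewhere between 10 and 100 µM)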; 65,000 compounds, 0.15% hits; AID 374, 2006;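 active means inhibition above about 50%, limit read from the data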;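 further: 0% = DMSO max control wells and 100% = wells with enzyme stopped by NaOH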
Target sequence (P28562 whole entry, looked up): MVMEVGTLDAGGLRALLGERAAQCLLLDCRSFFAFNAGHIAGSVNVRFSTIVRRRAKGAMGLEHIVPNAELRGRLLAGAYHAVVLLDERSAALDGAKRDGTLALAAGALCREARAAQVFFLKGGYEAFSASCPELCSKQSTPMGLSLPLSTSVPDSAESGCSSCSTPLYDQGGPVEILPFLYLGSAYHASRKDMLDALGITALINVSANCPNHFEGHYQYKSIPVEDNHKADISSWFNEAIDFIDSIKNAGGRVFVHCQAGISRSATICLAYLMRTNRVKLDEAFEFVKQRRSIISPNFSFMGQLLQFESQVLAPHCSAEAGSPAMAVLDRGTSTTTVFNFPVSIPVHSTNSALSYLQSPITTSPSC
A340 absorber: compound light absorbance at 340 nm, profiling panel, artefact control, biochemical, MLSMR library, data from PS, PMK, MK assays; fold change at 10 µM; AID 708, 2007; compound absorbance at 340 nm, fold over control; 65,000 tested, under 10 active;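 active means at 10 µM dose, initial 340 nm absorbance at least 2 fold that of control wells; inactive means change under 2 fold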;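 further: initial absorbance extrapolated from kinetic A340 decline of NADH oxidation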
MMP-13 inhibitor: human MMP13 inhibitors, primary screen, biochemical, FRET peptide cleavage | Collagenase 3 (Homo sapiens), P45452 | MMP-13 fTHP FRET cleavage, Mca fluorescence | inhibition, % at 4 µM | 65,000 compounds, 0.07% hits | AID 570, 2006;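 active means inhibition above the mean of compound-free control plate wells plus 3 SD, cut at about 14% in these data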;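 further: 0% = DMSO wells and 100% = wells with reference MMP-13 inhibitor after basal subtraction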
Hsp90 block: tumor Hsp90 inhibitors, primary screen, cell lysate, fluorescence polarization, NCI-N417 lysate | Heat shock protein HSP 90-alpha (Homo sapiens), P07900 | Cy3B-geldanamycin FP displacement | 64,000 compounds, 0.35% hits | inhibition, % at 30 µM | AID 429, 2006;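 active means inhibition above 50%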;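 further: 0% = tracer plus lysate wells and 100% = tracer alone without lysate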
FXIa inh mix: FXIa protease inhibitors in compound pools, primary screen, biochemical, 10-compound mixtures; 62,000 compounds, 0.19% hits; AID 680, 2007; Coagulation factor XI (Homo sapiens), P03951; purified FXIa, fluorogenic substrate, pooled mixtures; inhibition, % at 5 µM;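 further: each value is inhibition by a whole ten-compound pool holding the compound; 0% = enzyme with no mixture and 100% = wells lacking enzyme; strong numbers were not always called active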
FXIIa mix inh: human factor XIIa inhibitors, primary screen, biochemical, pooled compound mixtures, fluorogenic substrate; AID 684, 2007; purified FXIIa; inhibition, % at 5 µM; 62,000 compounds, 0.2% hits; Coagulation factor XII (Homo sapiens), P00748;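 further: 0% = enzyme without compound and 100% = no enzyme blank; some results filed as inactive read as strong as hits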
AP ELISA ortho: alternative complement pathway inhibitors, primary screen, biochemical, ELISA, human serum, orthogonally pooled compounds; inhibition, % at 5 µM; AID 1235, 2008; 62,000 compounds, 0.08% hits; LPS-coated ELISA, C3 deposition; tested in compound mixtures;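 active means inhibition above 30% in each of the two pooled mixtures holding the compound, so the lower value exceeds 30%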;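 further: 0% = serum in Mg-EGTA without compound and 100% = EDTA serum blank; some compounds past the cut are filed as inactive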
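Test system: human serum alternative complement pathway, C3 deposition on LPS-coated wells; also added: Plate-bound LPS; doses: 5 µM per compound in ten-compound mixtures; schedule: 1 h at 37 °C; detection: Anti-C3 ELISA, OD 450 nm; evaluation: percent inhibition of C3 deposition onto LPS; repeats: two pool placements per compound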
The depositor's hits bear a star; . = no result given; [ ] = another dose, or the depositor's remark. Unless noted, no stated cut-off is given here; in the data, active means inhibition above about 20% (passing the limit was not always enough); inactive means the rest.

SMILES	Cdc25B block	JNK3 inh	DUSP1 inh	A340 absorber	MMP-13 inhibitor	Hsp90 block	FXIa inh mix	FXIIa mix inh	AP ELISA ortho
Cc1nc2nc[nH]n2c(=O)c1NC(=O)c1cccc(OCC(C)C)c1	-1.2	6.1	-4.3	0.94	1.1	-1.0	8.3	-8.9	1.9
CC1CCN(C(=O)C2CC(c3ccc(F)cc3)=NO2)CC1 (stereo not given)	15.3	-0.4	6.3	1.01	-2.1	0.2	6.6	11.8	17.8
CC(=O)NC(CC(C)C)C(=O)NC(=O)NCc1ccccc1 (stereo not given)	-0.7	3.9	14.1	1.03	-2.8	-1.4	-0.8	11.5	19.8
COc1ccc(-c2c(C)oc3c(CN4CCN(C)CC4)c(O)ccc3c2=O)cc1	-5.4	4.3	-0.9	1.11	-184.8[fluorescence artefact?]	-4.0	-1.9	2.7	14.9
CCCN1CCN(CCCNC(=O)C2CCCN(c3nnc(-n4cccc4)s3)C2)CC1 (stereo not given)	-25.9	6.3	-11.8	0.98	8.2	-1.9	7.8	0.8	-10.1
Cn1nnc(NC(=O)CSc2nnnn2-c2ccc(F)cc2)n1	0.4	-8.1	8.8	1.02	5.7	4.5	2.1	2.9	9.2
COc1ccc(N2CCN(CC(=O)N3CCC(C)CC3)CC2)cc1	5.5	-0.4	16.4	0.94	4.6	-0.8	-22.1	4.3	0.4
O=C(Cc1nc(-c2ccc(Br)s2)cs1)NCCN1CCOCC1	-10.4	-6.4	5.6	0.95	1.8	-9.1	-3.1	-0.4	-1.6
Cc1cc(C(=O)OCc2nnc(-c3ccccc3)o2)c(C)n1-c1ccccc1	-14.1	.	16.1	1.04	6.5	.	6.0	1.1	28.5
Cc1nn2c(-c3ccco3)nnc2c2ccccc12	1.6	1.1	0.7	1.09	0.0	-1.3	0.2	16.4	8.6
CCOC(=O)c1ccc(COC(=O)c2cc3ccccc3oc2=O)o1	25.7	-2.7	3.1	1.02	-9.4	-0.9	1.6	-10.0	15.5
Cn1c(CSc2nc3ccccc3s2)n[nH]c1=S	-10.9	0.8	6.7	1.04	1.2	-2.3	6.0	2.2	3.5
Cc1cccc(Nc2n[nH]c(=S)s2)c1C	-6.8	.	7.3	1.06	5.3	.	6.0	7.8	-4.1
CC(C)OC(=O)C(C#N)c1nc2ccccc2nc1N1CCN(Cc2ccccc2)CC1 (stereo not given)	-22.8	-5.9	-19.5	1	-5.7	-3.4	3.8	10.6	9.0
O=C(CCn1cccc1)Nc1cc(F)ccc1F	-0.9	-1.4	-3.7	0.99	0.4	1.0	1.9	2.3	17.2
CCc1nccn1S(=O)(=O)c1ccc2ccccc2c1	-10.0	0.7	-0.4	1.03	0.4	-0.4	4.1	0.0	0.1
Cc1cc(Cl)ccc1N1C(=O)CC(SCCC(=O)O)C1=O (stereo not given)	0.3	-5.5	6.0	1.01	-1.1	-0.3	-3.6	-0.4	14.7
CC1CCCCC1NS(=O)(=O)c1ccc(S(=O)(=O)N2CCCC2)cc1 (stereo not given)	-4.0	-6.0	15.5	1.05	6.5	-2.8	-1.6	8.4	15.7
Cc1onc(-c2ccccc2)c1C(=O)NC(CC(=O)O)c1ccc(OC(C)C)cc1 (stereo not given)	-7.5	1.3	15.1	1.02	3.1	-2.8	-1.2	-15.3	0.1
COc1ccc(N2CC(C(=O)Nc3ncccc3C)CC2=O)cc1 (stereo not given)	6.2	0.5	-0.3	1.05	-0.6	1.2	13.7	-4.9	13.0
COC(=O)CSc1nnc(C)n1-c1cccc(C#N)c1	2.5	-6.0	11.0	0.97	-2.7	0.4	6.4	0.1	5.3
O=c1nc(N2CCOCC2)ccn1-c1nc(-c2ccccc2)oc1-c1ccccc1	-13.2	4.5	8.9	1.02	-0.7	-4.7	1.5	-17.8	15.4
CCN1C(=O)/C(=C2/Sc3ccc(OC)cc3N2C)SC1=Nc1ccc(C(C)=O)cc1	3.3	.	13.5	1.05	3.7	4.0	-3.7	-1.3	6.1
CSc1nc(C)cc(OCC#N)n1	-10.6	3.0	-12.6	1	2.1	0.8	0.3	3.3	9.7
Cc1nc2c(F)c(F)c(C(F)(F)F)c(F)c2[nH]1	13.8	0.9	6.7	1.03	1.6	-2.6	-0.9	-1.3	9.9

Taken from above (ten entries):
SMILES	Cdc25B block	JNK3 inh	DUSP1 inh	A340 absorber	MMP-13 inhibitor	Hsp90 block	FXIa inh mix	FXIIa mix inh	AP ELISA ortho
CCc1nccn1S(=O)(=O)c1ccc2ccccc2c1	-10.0	0.7	-0.4	1.03	0.4	-0.4	4.1	0.0	0.1
Cc1cc(Cl)ccc1N1C(=O)CC(SCCC(=O)O)C1=O (stereo not given)	0.3	-5.5	6.0	1.01	-1.1	-0.3	-3.6	-0.4	14.7
CC1CCCCC1NS(=O)(=O)c1ccc(S(=O)(=O)N2CCCC2)cc1 (stereo not given)	-4.0	-6.0	15.5	1.05	6.5	-2.8	-1.6	8.4	15.7
Cc1onc(-c2ccccc2)c1C(=O)NC(CC(=O)O)c1ccc(OC(C)C)cc1 (stereo not given)	-7.5	1.3	15.1	1.02	3.1	-2.8	-1.2	-15.3	0.1
COc1ccc(N2CC(C(=O)Nc3ncccc3C)CC2=O)cc1 (stereo not given)	6.2	0.5	-0.3	1.05	-0.6	1.2	13.7	-4.9	13.0
COC(=O)CSc1nnc(C)n1-c1cccc(C#N)c1	2.5	-6.0	11.0	0.97	-2.7	0.4	6.4	0.1	5.3
O=c1nc(N2CCOCC2)ccn1-c1nc(-c2ccccc2)oc1-c1ccccc1	-13.2	4.5	8.9	1.02	-0.7	-4.7	1.5	-17.8	15.4
CCN1C(=O)/C(=C2/Sc3ccc(OC)cc3N2C)SC1=Nc1ccc(C(C)=O)cc1	3.3	.	13.5	1.05	3.7	4.0	-3.7	-1.3	6.1
CSc1nc(C)cc(OCC#N)n1	-10.6	3.0	-12.6	1	2.1	0.8	0.3	3.3	9.7
Cc1nc2c(F)c(F)c(C(F)(F)F)c(F)c2[nH]1	13.8	0.9	6.7	1.03	1.6	-2.6	-0.9	-1.3	9.9

(further entries)
SMILES	Cdc25B block	JNK3 inh	DUSP1 inh	A340 absorber	MMP-13 inhibitor	Hsp90 block	FXIa inh mix	FXIIa mix inh	AP ELISA ortho
Cc1ccc(S(=O)(=O)Nc2cccc3ncccc23)s1	1.9	3.1	20.1	1.03	-0.5	6.6	2.5	3.7	-3.1
O=C(Nc1nc(-c2ccc3c(c2)OCCO3)cs1)c1ccc(S(=O)(=O)N2CCCCC2)cc1	-17.5	0.7	26.4	1.03	2.3	0.9	5.2	16.3	14.3
O=C(CSc1nc2c(c(=O)n1-c1ccc(F)cc1)SCC2)NCc1ccco1	-2.6	.	10.8	1.04	11.0	.	5.6	6.3	1.0
O=C(CSc1nc2ncccc2[nH]1)c1ccc(F)cc1	-3.9	16.6	-12.6	1.06	0.9	-3.6	-7.9	-0.4	-14.4
CCN(CC)S(=O)(=O)c1csc(C(=O)Nc2ccccn2)c1	-0.3	.	8.5	1.04	2.3	-0.2	3.2	-15.0	5.8
COc1ccc(-c2cc(=O)oc3cc(OCc4nn[nH]n4)ccc23)cc1	0.9	-1.1	10.0	1.17	-3.2	-1.9	-0.4	-1.0	2.7
Cc1cc(N)n(-c2nc(-c3cccnc3)nc3ccccc23)n1	3.2	.	12.2	1.09	4.6	-4.6	1.8	-1.6	-0.3
O=C(COC(=O)c1n[nH]c2ccccc12)NC(=O)NC12CC3CC(CC(C3)C1)C2	-7.3	15.6	35.6	1.03	-9.4	-1.8	1.6	-18.2	0.3
O=C1C2C3C=CC(C3)C2C(=O)N1c1ccc2c(c1)CCC2 (stereo not given)	-5.5	.	30.9	1.01	-2.4	-3.5	1.6	9.7	18.5
c1nc(NC2CCCCCC2)c2[nH]cnc2n1	-2.0	9.7	4.5	1.05	2.6	0.6	10.9	-24.0	12.5
Cc1nc2ncnn2c(N2CCN(c3cccc(C(F)(F)F)c3)CC2)c1C	-7.2	-3.9	27.8	1	3.1	-0.1	-3.4	6.7	-8.3
N#CC1=C(c2ccccc2)N=P(N2CCOCC2)(N2CCOCC2)N=C1N1CCOCC1	-5.9	.	2.6	1.04	1.3	.	10.1	6.8	19.8
COc1cccc(NC(=O)CNC(=O)c2ccccc2)c1	-6.2	-0.3	3.5	1.01	-0.6	-3.7	7.1	3.1	15.5
CCOc1ccccc1NC(=O)CC1Nc2cc(C)c(C)cc2NC1=O (stereo not given)	-6.4	6.2	18.0	1.09	-6.6	-5.3	5.1	8.7	10.1
O=S(=O)(N1CCOCC1)n1nnc2ccccc21	-5.9	2.2	1.4	1.05	-1.5	1.6	11.6	-16.8	7.7
CCc1cccc(NC(=O)c2snc3c(=O)[nH]cnc23)c1	6.8	0.2	12.7	1.01	-4.9	1.5	11.4	5.1	-7.1
O=C(NC1CCCCC1)c1ccc(CNc2ccccc2)o1	-18.9	-1.6	-20.1	1.04	-1.6	1.0	-8.3	1.3	13.7
Cc1cccc(-n2c(O)c(C=Nc3ccc4c(c3)OCO4)c3ccccc3c2=O)n1	-21.0	.	24.4	1.04	5.9	.	7.3	7.5	3.2
COc1ccc(CN2CCN(c3cc(C)nc4c5c(C)cc(C)nc5nn34)CC2)cc1F	5.4	-0.6	14.6	1	-111.9[fluorescence artefact?]	-1.3	-11.3	1.1	2.6
CCSc1nnc(NC(=O)NC(CC)(C(F)(F)F)C(F)(F)F)s1	-31.4	-6.5	-24.4	1.01	-1.2	3.2	.	.	.
Cn1cc(CNC(=O)C2c3ccccc3Oc3ccccc32)cn1	-11.0	1.8	1.7	1.02	3.9	-2.1	13.3	1.3	6.4
CCN(CC)C(=O)C1CCCN(Cc2cccc(F)c2)C1 (stereo not given)	4.8	0.8	5.2	1.04	-1.6	2.8	2.4	-2.2	-1.2
CSc1ccc(Cn2nnc(C(=O)NCc3ccccc3)c2N)cc1	4.0	-3.0	6.7	1	6.9	-2.5	6.1	5.0	14.5
Cc1ccc(SCC(=O)N2CC(C)OC(C)C2)cc1 (stereo not given)	-4.9	-2.6	24.4	1.03	4.7	-10.0	4.5	2.6	1.3
CCC(C)c1c(O)nc(SCC(=O)c2ccccc2)[nH]c1=O (stereo not given)	-2.9	3.6	6.3	1.04	3.0	-0.1	5.0	-1.6	-3.3
CCC(=O)c1ccc(O)cc1	-3.1	5.0	-1.4	0.99	-1.5	1.8	6.3	7.4	22.4
COc1ccc(-c2cc(-c3c(O)c(OC)c4occc4c3OC)[nH]n2)cc1OC	-1.1	-9.0	29.8	1.01	7.9	29.5	2.8	7.6	8.4
